TEAD-YAP inh – TEAD-YAP interaction inhibition; hit rate 1.4% among 640,000; HEK-TIYL cells, TEAD-Gal4/YAP UAS-luciferase luminescence; inhibition, % at 9.12 µM; in the data active = inhibition above about 32%;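 also: 0% = median of test compound wells and 100% = reference inhibitor wells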
GPR151 ag – activates the human receptor GPR151; Q8TDV0; PathHunter beta-arrestin GPR151 cells, luminescence; AID 1508602; activation, % at 11.2 µM; hit rate 1% among 650,000; in the data active = activation above about 4.9%;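 also: 0% = median of compound wells and 100% = cells with positive control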
Target sequence (Q8TDV0 whole entry, looked up): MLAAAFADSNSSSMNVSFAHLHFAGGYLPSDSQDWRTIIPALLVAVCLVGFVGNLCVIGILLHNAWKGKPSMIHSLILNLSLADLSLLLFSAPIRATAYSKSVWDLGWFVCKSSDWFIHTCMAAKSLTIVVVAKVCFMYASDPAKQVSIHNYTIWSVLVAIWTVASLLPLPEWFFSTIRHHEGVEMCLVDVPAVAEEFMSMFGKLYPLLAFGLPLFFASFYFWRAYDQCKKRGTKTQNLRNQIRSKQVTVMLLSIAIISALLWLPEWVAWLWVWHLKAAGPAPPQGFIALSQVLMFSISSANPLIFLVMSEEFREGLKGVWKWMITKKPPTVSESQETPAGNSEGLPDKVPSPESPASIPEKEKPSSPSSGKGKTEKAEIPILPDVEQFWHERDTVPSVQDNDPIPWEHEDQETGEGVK
FBW7 act – human FBW7 E3 ligase activation, primary screen; AlphaScreen FBW7–phospho-cyclin E peptide binding, activator screen; normalized activity (activation), % at 26.1 µM; hit rate 0.13% among 650,000; AID 1259310; in the data active = normalized activity above about 1.9%;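 also: purified mutant Fbw7 with reduced substrate affinity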
MITF primary – blocks human microphthalmia-associated transcription factor | O75030 | AlphaScreen MITF homodimerization, bead proximity signal | inhibition, % at 2.6 µM | hit rate 0.91% among 650,000; in the data active = inhibition above about 50%;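 also: 0% = vehicle wells with protein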
Target sequence (O75030 whole entry, looked up): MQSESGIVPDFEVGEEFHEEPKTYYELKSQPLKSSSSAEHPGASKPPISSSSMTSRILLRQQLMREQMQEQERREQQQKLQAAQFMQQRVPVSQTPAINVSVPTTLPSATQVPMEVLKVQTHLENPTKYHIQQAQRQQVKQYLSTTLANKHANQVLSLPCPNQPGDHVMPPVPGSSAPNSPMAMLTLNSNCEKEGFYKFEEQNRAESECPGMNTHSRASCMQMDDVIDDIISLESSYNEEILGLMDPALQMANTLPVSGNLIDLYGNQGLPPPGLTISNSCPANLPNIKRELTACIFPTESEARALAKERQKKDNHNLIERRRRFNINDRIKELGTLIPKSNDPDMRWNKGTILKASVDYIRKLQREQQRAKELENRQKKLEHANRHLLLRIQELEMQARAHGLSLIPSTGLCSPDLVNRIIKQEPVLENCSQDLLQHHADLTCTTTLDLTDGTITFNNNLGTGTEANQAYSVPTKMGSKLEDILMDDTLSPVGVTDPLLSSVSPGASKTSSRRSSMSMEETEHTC
The depositor's hits bear a star; & = joins results of further samples.

The first four entries as a preview:
| item | Molecule | TEAD-YAP inh | GPR151 ag | FBW7 act | MITF primary |
| --- | --- | --- | --- | --- | --- |
| 1 | CCN(CC)C(=O)C1CCCN(c2nc(NCCO)nc(N(CC)CC)n2)C1 (centres undefined) | -2.7 | -1.4 | 0.1 | -2.3 |
| 2 | Cc1ccccc1OCc1nc(N(C)CCN(C)C)c2cc(-c3cn[nH]c3)ccc2n1 | 21.8 | -0.1 | -0.2 | 12.9 |
| 3 | COc1cc(/C=C2/SC(=S)NC2=O)ccc1OS(=O)(=O)c1ccccc1 | 14.2 | 1.1 | 0.0 | 11.0 |
| 4 | O=C(CC(Cc1ccccc1)C(=O)Nc1nncs1)Nc1nncs1 (centres undefined) | -12.9 | -0.6 | 0.5 | -5.5 |

Main list, repeating the preview:
| item | Molecule | TEAD-YAP inh | GPR151 ag | FBW7 act | MITF primary |
| --- | --- | --- | --- | --- | --- |
| 1 | CCN(CC)C(=O)C1CCCN(c2nc(NCCO)nc(N(CC)CC)n2)C1 (centres undefined) | -2.7 | -1.4 | 0.1 | -2.3 |
| 2 | Cc1ccccc1OCc1nc(N(C)CCN(C)C)c2cc(-c3cn[nH]c3)ccc2n1 | 21.8 | -0.1 | -0.2 | 12.9 |
| 3 | COc1cc(/C=C2/SC(=S)NC2=O)ccc1OS(=O)(=O)c1ccccc1 | 14.2 | 1.1 | 0.0 | 11.0 |
| 4 | O=C(CC(Cc1ccccc1)C(=O)Nc1nncs1)Nc1nncs1 (centres undefined) | -12.9 | -0.6 | 0.5 | -5.5 |
| 5 | COc1cc(/C=C2\SC(NC(C)=O)=NC2=O)ccc1Oc1ccc(C(F)(F)F)cc1[N+](=O)[O-] | 6.7 | 2.6 | 0.0 | -1.2 |
| 6 | COc1ccc([N+](=O)[O-])cc1N(CC(=O)NCc1ccccc1Cl)S(C)(=O)=O | 5.2 | 1.7 | 0.6 | 5.7 |
| 7 | COc1cccc2c(=O)cc(C)[nH]c12 | -1.5 | 1.8 | 0.1 | 3.3 |
| 8 | COc1ccc(C2CC(=O)N3CN(c4ccc(OC)cc4OC)CSC3=C2C#N)cc1 (centres undefined) | 14.2 | 0.2 | -0.2 | 15.0 |
| 9 | O=C1C[C@@H](c2ccc(O)cc2)Oc2cc(O)cc(O)c21 | -8.0&-10.1 | -1.2&-1.8 | -0.3&0.1 | 0.3&2.3 |
| 10 | O=c1[nH]c2ccc(N=Cc3cc(Cl)ccc3O)cc2[nH]1 | 0.8 | 2.0 | 0.2 | 7.3 |
| 11 | CC(=O)NC1(c2ccccc2)CCN(C(=O)Nc2ccccc2-c2ccccc2)CC1 | -12.8 | 0.0 | 0.8 | -4.9 |
| 12 | Cc1cc(C)cc(C(=O)Nc2c3c(nn2-c2cccc(Cl)c2)CS(=O)(=O)C3)c1 | -5.3 | 1.5 | -0.2 | -7.0 |
| 13 | COC(=O)NC(Nc1sc2c(c1C(N)=O)CCCC2)(C(F)(F)F)C(F)(F)F | 3.5 | 0.6 | 0.0 | -1.4 |
| 14 | N#CC(C(=O)c1ccc(F)cc1)c1ccccn1 (centres undefined) | -30.7 | -0.9 | 0.3 | 20.8 |
| 15 | O=C(NCc1ccco1)/C(=C\c1cccc([N+](=O)[O-])c1)NC(=O)c1ccccc1 | -6.4 | 0.2 | -0.1 | 3.5 |
| 16 | CCOc1ccc(S(=O)(=O)NCCC(=O)OCC(=O)Nc2cc(C)on2)cc1 | -8.0 | -1.0 | -0.1 | 0.5 |
| 17 | NC(=O)c1cc2cc([N+](=O)[O-])ccc2oc1=Nc1cccc(C(F)(F)F)c1 | -0.7 | -0.3 | 0.0 | -21.7 |
| 18 | N/C(=N\OC(=O)c1cccc2ccccc12)c1ccc(Cl)cc1 | -7.7 | 0.8 | 2.1* | 12.9 |
| 19 | CC(C)c1ccc(/C=C(\C#N)C(=O)Nc2ccc(S(N)(=O)=O)cc2)cc1 | -1.0 | 0.5 | 0.2 | -5.5 |
| 20 | CCCNS(=O)(=O)c1ccc(OCC(=O)N2CCOCC2)cc1 | 5.8 | -0.2 | 0.0 | 8.5 |
| 21 | CCc1oc(C(=O)O)cc1CN1CCCC1 | 1.1 | 1.3 | -0.1 | 7.7 |
| 22 | O=C(COc1ccc(S(=O)(=O)NC2CCCCC2)cc1)N1CCOCC1 | -6.8 | 2.0 | -0.1 | -0.7 |
| 23 | C/C(=N\NC1CCS(=O)(=O)C1)c1ccc2c(c1)Nc1ccccc1S2 (centres undefined) | -1.4 | -0.4 | 0.0 | 4.1 |
| 24 | Cc1ccc2nc3c(cc(C(=O)NCC4CCCO4)c(=N)n3Cc3cccnc3)c(=O)n2c1 (centres undefined) | -8.2 | 0.1 | 0.0 | 2.5 |
| 25 | CC(C)NC(=O)C(=O)N/N=C/c1ccc(OCc2ccc(Cl)cc2)cc1 | -6.0 | -0.7 | -0.1 | -4.2 |
| 26 | CCOCCCNC(=O)c1oc(=O)c2ccccc2c1-c1ccc(C)cc1 | 11.5 | 1.7 | 0.1 | 3.6 |
| 27 | CCOc1cccc2c1NC(C)(C)c1sn(-c3ccc(F)cc3)c(=S)c1-2 | -4.8 | 0.3 | -0.2 | -12.9 |
| 28 | O=C(O)/C=C\C(=O)Nc1cc(Cl)cc(Cl)c1 | -0.6 | 2.1 | -0.1 | 4.8 |
| 29 | COc1cc(C(=O)Nc2cc3c4c(c2)CCC(=O)N4CCC3)cc(OC)c1OC | -5.6 | 1.4 | -0.1 | 4.5 |
| 30 | O=C(NC1CCCCC1)c1nc2c(nnn2Cc2ccccc2Cl)c(=O)[nH]1 | -19.1 | 3.2 | 0.7 | 5.1 |
| 31 | Cc1ccc(-c2nnc3n2N=C(c2ccc(O)c(O)c2)CS3)cc1 | 58.8* | -0.2 | -0.3 | 13.2 |
| 32 | O=C(NCc1nc(-c2ccccc2)cs1)c1ccccc1 | -24.8 | 0.6 | -0.1 | -7.1 |
| 33 | O=C(CN(c1cccc(Br)c1)S(=O)(=O)c1ccccc1)NCc1ccco1 | -5.2 | -0.1 | -0.1 | -11.7 |
| 34 | O=C(CSc1nc2c(cnn2-c2ccc(F)cc2)c(=O)[nH]1)N1CCOCC1 | 5.5 | -1.2 | 0.3 | 10.8 |
| 35 | O=C(Nc1onc2c1CSC2)C1(c2cccs2)CCCC1 | -0.9 | 0.9 | -0.2 | 0.4 |
| 36 | CCCNc1nc(Nc2ccccc2)nc2c1ncn2Cc1ccc(C(F)(F)F)cc1 | 4.2 | -1.9 | 0.3 | 9.3 |
| 37 | O=C(O)c1cc(S(=O)(=O)N(CCO)CCO)ccc1Cl | 12.3 | 0.6 | 0.0 | -0.3 |
| 38 | Cc1ccnc(NS(=O)(=O)c2ccc(NC(=O)c3cccc([N+](=O)[O-])c3)cc2)n1 | 3.4 | 0.0 | 0.3 | 8.4 |
| 39 | CC1=CC(C)(C)N(C(=O)CSc2ncccn2)c2ccc(C)cc21 | -5.4 | -0.8 | 0.2 | 9.4 |
| 40 | CCOC(=O)C1CCN(C(C(=O)NC2CCCC2)c2cc3c(cc2[N+](=O)[O-])OCO3)CC1 (centres undefined) | -13.9 | -0.4 | 0.4 | 11.5 |
| 41 | CCCn1c(=N)c(C(=O)OCC)cc2c(=O)n3cc(C)ccc3nc21 | 1.5 | -0.2 | 0.1 | 15.5 |
| 42 | Cc1ccc2nc(NC(=O)CSc3ncn[nH]3)sc2c1 | -18.1 | -0.2 | -0.2 | -1.8 |
| 43 | O=C1N=C(N2CCOCC2)SC1=C1CCCCC1 | -40.3 | -1.4 | -0.2 | 3.0 |
| 44 | C[C@]12CCC(=O)C=C1CCC1C2[C@@H](O)C[C@@]2(C)C1CC[C@]2(O)C(=O)COC(=O)CCC(=O)O (some centres undefined) | -10.2 | -0.4 | -0.2 | -2.2 |
| 45 | Cc1ccc(S(=O)(=O)C2CCN(C(=O)c3cc(C)n(C)n3)CC2)cc1 | 7.5 | 0.1 | 0.0 | 2.8 |

46	Cc1ccc2oc(-c3ccc(NC(=O)COc4ccc(C)c(C)c4)cc3)nc2c1
47	Cc1ccc(C2(C)NC(=O)N(Cc3c(C)noc3C)C2=O)cc1 (centres undefined)
48	CC(=O)c1ccc(NC(=O)c2cc(-c3ccco3)on2)cc1
49	COc1ccc2oc(-c3ccccc3)c(C(=O)O)c2c1
50	CCc1cc2cc3c(cc2nc1SCC(=O)NNC(C)=O)OCCO3
51	O=C(NCCCN1CCOCC1)c1ccc2c(=O)n(C3CCCC3)c(=S)[nH]c2c1
52	COc1ccc(Cl)cc1S(=O)(=O)N1CCN(Cc2ccccc2C)CC1
53	CCOC(=O)c1ccccc1NC(=O)CCC(=O)O

assay / compound	46	47	48	49	50	51	52	53
TEAD-YAP inh	-8.1	1.2	-11.2	9.7	9.1	4.5	-3.4	-7.3
GPR151 ag	-1.2	-0.5	0.2	-1.9	0.4	-0.5	-0.7	2.3
FBW7 act	-0.1	0.1	-0.1	0.3	0.1	0.0	0.2	0.0
MITF primary	-6.0	-1.6	2.6	11.3	11.4	-11.1	0.7	-8.5

54	COc1ccc(NCc2cc3cc4c(cc3n(CC(=O)Nc3c(C)cccc3C)c2=O)OCCO4)cc1
55	CCOc1ccc2[nH]c(=O)c(CN(CCOC)C(=O)c3ccc(C)cc3)cc2c1
56	COCCn1c(SCC(=O)Nc2ccc(C(C)=O)cc2)nnc1-c1ccoc1C
57	COc1ccc(CN[C@H]2C[C@H]3C(=O)N[C@@H](COCc4ccccc4)C(=O)N3C2)cc1
58	CCCCC(CC)C(=O)NCc1ccccc1OC (centres undefined)
59	CCCCN1COc2c(cc(Cl)c3cccnc23)C1
60	COc1c(Cl)ccc(Cl)c1C(=O)OCC(=O)O
61	COP(=O)(OC)c1nc(-c2cccc3ccccc23)oc1NCc1ccccc1

assay / compound	54	55	56	57	58	59	60	61
TEAD-YAP inh	-0.2	9.5	-18.9	-5.8	-1.7	41.4*	7.7	-3.9
GPR151 ag	1.3	-0.2	-0.5	0.7	0.1	0.4	0.2	0.5
FBW7 act	0.2	-0.2	0.0	0.0	-0.3	-0.4	-0.1	-0.1
MITF primary	15.4	7.4	3.8	-22.2	-11.1	77.8*	11.2	-9.3

Part of the list above, showing only FBW7 act:
#	Structure	FBW7 act
56	COCCn1c(SCC(=O)Nc2ccc(C(C)=O)cc2)nnc1-c1ccoc1C	0.0
57	COc1ccc(CN[C@H]2C[C@H]3C(=O)N[C@@H](COCc4ccccc4)C(=O)N3C2)cc1	0.0
58	CCCCC(CC)C(=O)NCc1ccccc1OC (centres undefined)	-0.3
59	CCCCN1COc2c(cc(Cl)c3cccnc23)C1	-0.4
60	COc1c(Cl)ccc(Cl)c1C(=O)OCC(=O)O	-0.1

Continued:
62	COc1ccc(CNC(=O)c2cc(S(=O)(=O)N3CCCC(C)C3)ccc2F)cc1 (centres undefined)
63	Cc1ccc(N(CC(O)Cn2nc(C)cc2C)S(=O)(=O)c2ccccc2[N+](=O)[O-])cc1 (centres undefined)
64	CCCCOc1cccc(-c2nnc(NC(=O)OC)s2)c1
65	Cc1ccc(C2=[N+]([O-])C3(CCCCC/C3=N\NC(N)=O)N(O)C2(C)C)o1 (centres undefined)
66	O=C(c1cccc(OC2CCN(CC3CC=CCC3)CC2)c1)N1CCOCC1 (centres undefined)
67	CC1=C(C(=O)OCC2CCCO2)C(c2cccc(Cl)c2)C2=C(CC(c3cccs3)CC2=O)N1 (centres undefined)
68	C=CCSc1nc2sc3c(c2c(=O)n1-c1ccc(OC)cc1)CCC3
69	COc1ccc(S(=O)(=O)Nc2cc(C)on2)cc1
70	O=C(CSc1nnc(NCc2ccccc2)s1)c1ccc(Cl)s1
71	CCN1CCN(CCCNC(=O)C2CCCN2c2nn3c(=O)cc(C)nc3s2)CC1 (centres undefined)
72	O=C(NC1CCSC1=O)c1ccc([N+](=O)[O-])cc1 (centres undefined)

assay / compound	62	63	64	65	66	67	68	69	70	71	72
TEAD-YAP inh	10.1	11.8	-11.8	-5.0	4.5	22.4	7.2	-2.3	5.1	-4.1	-3.6
GPR151 ag	-0.9	-0.5	-1.4	1.0	0.2	-0.5	-0.3	2.4	0.9	-0.6	0.2
FBW7 act	0.1	0.0	0.7	0.1	0.0	0.0	0.1	0.1	0.1	0.0	0.2
MITF primary	-6.4	8.4	14.6	-0.2	-1.0	-20.9	8.7	8.4	4.8	-2.7	-6.6

Screening results deposited in PubChem by The Scripps Research Institute Molecular Screening Center.

This is a random part of the collection; 3.4% or so of the library scored in one or more.
